# Bioassay records deposited in PubChem BioAssay by several laboratories.
# STK33 inh: blocks human STK33 kinase activity. Q9BYT3. purified STK33, MBP phosphorylation, ADP-Glo luminescence. inhibition, % at 10 µM. 320,000 tested, 0.073% active. AID 2661;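 active = inhibition at or above 25%, using the most active replicate where run in duplicate; inactive = inhibition below 25%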
# Target sequence (Q9BYT3 whole entry, looked up): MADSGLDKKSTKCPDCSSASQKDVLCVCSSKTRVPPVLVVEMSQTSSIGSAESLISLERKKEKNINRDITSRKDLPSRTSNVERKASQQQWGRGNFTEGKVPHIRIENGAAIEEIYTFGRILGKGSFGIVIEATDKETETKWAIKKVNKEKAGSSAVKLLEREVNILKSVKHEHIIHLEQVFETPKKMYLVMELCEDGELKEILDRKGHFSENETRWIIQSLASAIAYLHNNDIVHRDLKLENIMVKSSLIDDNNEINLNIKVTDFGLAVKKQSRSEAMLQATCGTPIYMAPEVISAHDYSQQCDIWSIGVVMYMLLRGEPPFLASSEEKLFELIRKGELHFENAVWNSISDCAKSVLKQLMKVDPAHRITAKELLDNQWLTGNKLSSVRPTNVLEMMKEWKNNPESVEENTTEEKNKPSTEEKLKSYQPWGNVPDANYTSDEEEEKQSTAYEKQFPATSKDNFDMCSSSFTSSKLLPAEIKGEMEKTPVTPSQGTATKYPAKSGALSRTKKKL
# OX1R antag: OX1R (human) antagonism | inhibition, % at 6.6 µM | 330,000 tested, 1.8% active | OX1R-expressing cells, FRET antagonist read-out | O43613 | AID 485270; in the data active = inhibition mostly above about 38%, no sharp cut-off; inactive = mostly below about 40%;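 note: 0% = agonist challenge alone and 100% = reference antagonist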
# Target sequence (O43613 whole entry, looked up): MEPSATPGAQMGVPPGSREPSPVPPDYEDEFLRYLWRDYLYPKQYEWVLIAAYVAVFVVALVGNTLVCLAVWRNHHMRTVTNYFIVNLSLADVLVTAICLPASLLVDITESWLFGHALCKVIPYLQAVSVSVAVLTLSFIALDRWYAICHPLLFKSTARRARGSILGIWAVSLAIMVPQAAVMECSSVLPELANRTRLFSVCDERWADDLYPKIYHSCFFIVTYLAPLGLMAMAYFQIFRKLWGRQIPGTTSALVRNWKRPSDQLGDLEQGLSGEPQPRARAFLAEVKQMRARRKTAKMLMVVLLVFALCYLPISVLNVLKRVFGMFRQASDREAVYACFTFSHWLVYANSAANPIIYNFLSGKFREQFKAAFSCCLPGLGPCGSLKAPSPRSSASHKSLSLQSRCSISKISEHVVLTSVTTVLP
# KCNQ2 block: KCNQ2 potassium channel inhibitors, primary screen, cell-based, CHO-K1, FluxOR thallium flux, B-score (AID 2156). 310,000 tested, 1.1% active. 20 min; stronger effect = lower value. O88943. B-score at 10 µM;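 active = fluorescence ratio B-score at most minus 3 library SDs, with starting brightness B-score within 2 library SDs, cut at about -5.5 in these data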
# Active calls of the source: *; i = inactive; nt = not tested or not shown.
SMILES,STK33 inh,OX1R antag,KCNQ2 block
O=C(NCc1ccccn1)c1cc(S(=O)(=O)N2CCN(c3ccccc3)CC2)ccc1Cl,-1.6,8,i
CCCC(=O)Nc1ccc(Cl)c(NC(=S)NC(=O)c2ccco2)c1,-1.1,18,i
COc1ccc(S(=O)(=O)N2CCC(C(=O)NC3CCCCC3)CC2)cc1C,0.4,5,i
Cc1ccc(C#N)c(SCC(=O)Nc2nccs2)n1,-1.6,11,i
COC(=O)c1cc(=O)n(Cc2cccs2)c(=Nc2ccccc2)s1,-1.0,35,i
Cc1ccccc1-c1nc(CN2CCC(C(=O)N3CCN(c4ccccn4)CC3)CC2)c(C)o1,-1.4,3,i
COc1ccccc1NC(=O)C1CC(=O)OC1c1ccccc1 (stereo not given),-2.6,8,i
CCCCN(C(=O)c1ccc(-c2ccc(Cl)cc2)o1)c1c(N)n(CC(C)C)c(=O)[nH]c1=O,0.2,-1,nt
O=C(O)CSc1nnc(-c2cccs2)n1-c1ccc(Cl)cc1,-0.6,-5,i
COc1cccc(C(=O)NCc2ccc3c(c2)cc(C)n3C)c1,0.3,11,i
COc1ccc(CN2CCCC(C(=O)c3cccc(C(F)(F)F)c3)C2)cc1O (stereo not given),-0.1,11,i
Cc1c(C(=O)/C=C/N(C)C)nnn1-c1ccc(Cl)cc1C#N,-2.3,17,i
C/C(=N\NC(=O)c1cc(C)[nH]n1)c1cccs1,0.7,13,i
Cc1ccc(NC(=S)NC2CCCC2)cc1,-0.5,15,i
CC1(C)CC(=O)c2cc(OCC(=O)N3CCN(c4ccccc4F)CC3)ccc2O1,-1.6,29,i
COc1ccc(NC(=O)C2CCC2)cc1S(=O)(=O)N1CCOCC1,-1.2,2,nt
S=C(Nc1ccccc1Cl)N1CCN(Cc2ccccc2)CC1,-1.8,8,i
O=C(C1COc2ccccc2O1)N1CCN(c2nc3ccccc3s2)CC1 (stereo not given),-1.8,12,i
COc1cc(C2NC(=O)NC(C)=C2C(=O)OCC2CCCCC2)cc(Cl)c1O (stereo not given),-0.8,18,i
O=C(CN1CCN(S(=O)(=O)c2ccccc2)CC1)NCCc1ccccc1,-1.5,5,i
COc1ccc(NC(=O)CN(C)C(=O)c2cccc(S(=O)(=O)Nc3ccc(OC)cc3)c2)cc1,5.4,0,i
COc1ccc(NC(=O)N(C)C[C@H]2Oc3ccc(NC(=O)Nc4c(C)noc4C)cc3C(=O)N([C@H](C)CO)C[C@H]2C)cc1,-1.8,7,nt
Cc1ccc(NC(=O)N[C@@H](CC(C)C)C(=O)O)c(C)c1,-0.8,4,i
O=C(Cn1ccc([N+](=O)[O-])n1)c1ccccc1,-0.8,14,i
O=C(Nc1ccc(C(=O)O)cc1)/C(=C\C=C\c1ccccc1)NC(=O)c1ccccc1Br,0.4,18,i
CC(Sc1nncn1C)C(=O)Nc1ccc(S(N)(=O)=O)cc1 (stereo not given),nt,11,i
COc1ccccc1N1CCN(C(=O)C2=CC=CN3CCS(=O)(=O)N=C23)CC1,-0.3,-2,nt
COc1ccc(-[n+]2c(C)cc(/C=C3\Sc4ccccc4N3C)cc2C)cc1,1.2,56*,i
CC(=O)Nc1ccc2c(CSc3nncs3)cc(=O)oc2c1,-1.3,31,i
COC(=O)c1cc(N=CC2=C(O)CC(C)(C)CC2=O)cc(C(=O)OC)c1,0.0,13,i
Cc1ccc(C(=O)NN=CC(=O)c2ccccc2)c(C)c1,-2.5,10,nt
CC1CCN(c2ncnc3c2cnn3Cc2ccc(Cl)cc2)CC1,-1.0,21,nt
CNc1nc(C)cc(C)c1S(=O)(=O)c1ccc(C)cc1,-1.5,14,i
Cc1cc(OCC(=O)Nc2cccnc2)c2c(C)c(C)c(=O)oc2c1,-0.2,15,i
N=C(N)SCc1ccccc1Cl,0.2,4,i
O=C(Cc1ccc(Nc2nc3ccc(Br)cc3[nH]2)cc1)NCCc1cccs1,-0.6,27,i
Cc1ccc(N2CC(C(=O)NCC3CCCO3)CC2=O)cc1Cl (stereo not given),0.1,23,i
O=C(c1cc(C2CC2)on1)N1CCCC(N2CCN(c3cccc(C(F)(F)F)c3)CC2)C1 (stereo not given),-1.4,20,i
COc1ccc(CC(=O)OCC(=O)Nc2cc(Cl)ccc2C)cc1,-0.7,13,nt
O=C(c1ccccc1SCc1ccccc1)N1CCOCC1,-1.9,7,i
CCOc1cccc(C(=O)Nc2ccccc2C(=O)N2CCOCC2)c1,-1.3,12,i
Cc1cc(C)n2c(SCC(=O)Nc3ncc(C(F)(F)F)cc3Cl)nnc2n1,-2.1,11,i
CCOc1ccc(C(=O)NCC(C)NC(=O)c2ccc(OCC)cc2)cc1 (stereo not given),-1.9,-1,i
O=C(NCCN1CCN(S(=O)(=O)c2ccc(F)cc2)CC1)C(=O)NCc1ccccc1,-1.6,34,i
O=C(COC(=O)CCC(=O)c1cccs1)NCc1ccc(Cl)cc1,-0.4,4,i
CCOC(=O)c1c(C)[nH]c(C)c1C(=O)CSc1nnc(N)s1,0.2,5,i
COc1ccc(C)cc1NC(=O)c1cc(S(=O)(=O)N2CCCCC2)ccc1N1CCOCC1,-0.6,5,nt
COc1ccc(C(=O)c2sc3nc(-c4ccccc4)ccc3c2N)cc1OC,-0.9,15,i
CC(C)C(OC(=O)c1ccco1)C(=O)NCc1ccccc1 (stereo not given),0.1,5,i
C=C(C)Cn1c(CNC(C)=O)nc2ccccc21,nt,17,i
CC(C)N(C(=O)CSc1nnnn1C1CCCC1)C(C)C,-0.4,12,i
COc1ccc(C(CNC(=O)COc2ccccc2OC)N2CCCCC2)cc1 (stereo not given),-2.5,20,i
O=C(CNC(=O)c1ccc(Br)cc1)NCC(=O)OCC(=O)c1ccc([N+](=O)[O-])cc1,-1.2,87*,i
Cc1cc(=O)oc2cc(OCCSCCN3CCCCC3)ccc12,-0.1,2,i
O=C(Nc1cccc(O)c1)c1c(O)c2ccccc2[nH]c1=O,-1.2,17,i
CC(=O)c1ccc(N2CCN(C(=O)c3cccs3)C(C)C2)c(F)c1 (stereo not given),-0.4,-3,i
CC(C)(O)[C@H](O)COc1c2ccoc2cc2oc(=O)ccc12,0.3,9,i
Cc1c(-n2c(=O)n(Cc3ccccc3)c(=O)c3[nH]cnc32)cccc1S(C)=O (stereo not given),-0.1,1,i
Cc1ccccc1NS(=O)(=O)c1ccc(C(=O)N2CCCC(C(F)(F)F)C2)cc1 (stereo not given),0.4,15,i
O=C1CN=C(Nc2ccc(Cl)cc2)N1c1ccccc1,-1.6,15,i

# Other records follow:
SMILES,STK33 inh,OX1R antag,KCNQ2 block
Cc1cc2nc3c(=O)[nH]c(=S)[nH]c3nc2cc1NC(=O)C(F)(F)F,-0.9,49*,i
O=C(O)c1cccc(NC(=O)c2ccc(N3C(=O)c4ccc(C(=O)Nc5cccc(C(=O)O)c5)cc4C3=O)cc2)c1,0.2,3,i
CCn1ncc(CNC(=O)C2(C)CC2(Cl)Cl)c1C (stereo not given),-0.6,6,i
Nc1nonc1C(=O)NCCNC(=O)c1cccc(Cl)c1,-0.5,7,i
Cc1cc(=O)n(CCO)c(O)c1C#N,-1.3,21,i
COc1cc2cc(CN(CCO)C(=O)c3cccs3)c(=O)[nH]c2cc1OC,-0.6,8,i
COC(=O)C1OC2(OC1C(=O)OC)c1ccccc1-c1ccccc12 (stereo not given),-2.2,8,i
Cc1c(C(=O)Nc2ccc3c4c(cccc24)CC3)cccc1[N+](=O)[O-],-0.1,42,i
c1ccc(Cc2nc3ccccc3[nH]2)cc1,0.5,18,i
Cc1c(C(=O)N2CCN(c3ccccc3F)CC2)sc2nc(-c3ccccc3)cn12,-0.4,13,i
Cc1cc(=O)oc(C)c1C(=O)Nc1ccc(Cl)cn1,-0.5,17,i
COc1ccc(CC(=O)Nc2nn(C)c3nc4c(C)cccc4cc23)cc1,-0.1,12,i
Cc1ccc(C2CC(c3cccs3)=NN2C(=O)CSC2=NCCS2)cc1 (stereo not given),-1.5,11,i
O=C(OCC(=O)N1CCc2ccccc2C1)c1ccc(OC(F)F)cc1,-0.5,-2,nt
COc1cc(NC(=O)C2CCCCC2)c(OC)cc1NC(=O)CCC(=O)NCc1ccco1,-0.3,7,i
COc1ccc(CNC(=S)Nc2ccc3nc(N4CCOCC4)cc(C)c3c2)cc1,2.4,16,i
CSc1c(C#N)c(N)nc2sc(C(=O)c3ccc(Cl)c(Cl)c3)c(N)c12,-1.7,2,i
Cc1nc(SC(C)C(=O)c2c(N)n(C)c(=O)n(C)c2=O)c2c(C)c(C)sc2n1 (stereo not given),0.6,30,i
CCC(OC(=O)c1nsc(Cl)c1Cl)C(=O)NCc1cccs1 (stereo not given),0.8,21,i
Cc1ccccc1NC(=O)CN1C(=O)NC2(CCc3ccccc32)C1=O (stereo not given),-1.5,-5,nt
O=C(NCC(=O)N1CCN(c2ccccc2O)CC1)c1ccccc1,-4.0,14,i
CCOc1ccc(NS(=O)(=O)c2ccc(C(=O)NCc3ccncc3)cc2)cc1,1.4,7,i
O=C(c1ccc(Cl)cc1)N1CCC(O)(CSc2ccc(Cl)cc2)CC1,-0.3,19,i
Cc1ccc(NC(=O)CCSc2nnnn2-c2ccc3c(c2)OCO3)cc1C,2.5,71*,i
CCOC(=O)c1ccccc1N=Cc1c(O)c2ccccc2oc1=O,0.0,28,i
OCCCCNCc1ccc(OCc2ccccc2)cc1,-0.1,10,i
S=C(Nc1ccccc1Cl)NC1CC2CCCC(C1)N2C1CC1 (stereo not given),-1.1,24,i
CC(Oc1ccc(Cl)cc1Cl)C(=O)NNC(=O)C(=O)N1CCCC1 (stereo not given),-0.6,21,i
c1ccc(-c2cc(-c3ccccc3)n3ncnc3n2)cc1,-0.9,33,i
CC(C)=Cc1c(O)nc2ccccn2c1=O,0.3,13,i
CCOC(=O)N1CCN(C(=O)CSCc2ccc(Cl)cc2)CC1,-1.0,20,i
CC(C)OC(=O)CN1CCN(c2ccc(Cl)cc2)CC1,0.1,3,i
Cc1ccc(OCC(=O)OCC(=O)N2c3ccccc3CC2C)cc1C (stereo not given),-2.0,3,nt
COc1cc(OC)cc(C(=O)N[C@H](C(=O)OCn2nnc3ccccc3c2=O)C(C)C)c1,0.0,10,i
CSc1nc(NCc2ccco2)c2c3c(sc2n1)CN(C)CC3,3.6,3,i
CC(=O)N1c2c(cc(Br)cc2S(=O)(=O)Nc2c(C)n(C)n(-c3ccccc3)c2=O)CC1C (stereo not given),-0.8,19,i
CCOc1ccc(S(=O)(=O)Nc2nc3ccc(OC)cc3s2)cc1,-2.3,26,i
O=C(CCn1nnc2ccccc2c1=O)NCC1CCC(C(=O)O)CC1 (stereo not given),-1.5,8,i
COc1cc(OC)nc(NC(=O)CSc2nc3ccccc3o2)n1,1.3,10,i
COc1cc(/C=C2\SC(=Nc3ccccc3)N(Cc3ccco3)C2=O)ccc1OC(C)C(=O)O (stereo not given),-2.8,7,i

# A different layout for 16 compounds above.
# Results follow in this order: STK33 inh, OX1R antag, KCNQ2 block
O=C(NCC(=O)N1CCN(c2ccccc2O)CC1)c1ccccc1
→ -4.0, 14, i
CCOc1ccc(NS(=O)(=O)c2ccc(C(=O)NCc3ccncc3)cc2)cc1
→ 1.4, 7, i
O=C(c1ccc(Cl)cc1)N1CCC(O)(CSc2ccc(Cl)cc2)CC1
→ -0.3, 19, i
Cc1ccc(NC(=O)CCSc2nnnn2-c2ccc3c(c2)OCO3)cc1C
→ 2.5, 71*, i
CCOC(=O)c1ccccc1N=Cc1c(O)c2ccccc2oc1=O
→ 0.0, 28, i
OCCCCNCc1ccc(OCc2ccccc2)cc1
→ -0.1, 10, i
S=C(Nc1ccccc1Cl)NC1CC2CCCC(C1)N2C1CC1 (stereo not given)
→ -1.1, 24, i
CC(Oc1ccc(Cl)cc1Cl)C(=O)NNC(=O)C(=O)N1CCCC1 (stereo not given)
→ -0.6, 21, i
c1ccc(-c2cc(-c3ccccc3)n3ncnc3n2)cc1
→ -0.9, 33, i
CC(C)=Cc1c(O)nc2ccccn2c1=O
→ 0.3, 13, i
CCOC(=O)N1CCN(C(=O)CSCc2ccc(Cl)cc2)CC1
→ -1.0, 20, i
CC(C)OC(=O)CN1CCN(c2ccc(Cl)cc2)CC1
→ 0.1, 3, i
Cc1ccc(OCC(=O)OCC(=O)N2c3ccccc3CC2C)cc1C (stereo not given)
→ -2.0, 3, nt
COc1cc(OC)cc(C(=O)N[C@H](C(=O)OCn2nnc3ccccc3c2=O)C(C)C)c1
→ 0.0, 10, i
CSc1nc(NCc2ccco2)c2c3c(sc2n1)CN(C)CC3
→ 3.6, 3, i
CC(=O)N1c2c(cc(Br)cc2S(=O)(=O)Nc2c(C)n(C)n(-c3ccccc3)c2=O)CC1C (stereo not given)
→ -0.8, 19, i

# (continued)
SMILES,STK33 inh,OX1R antag,KCNQ2 block
CCN(CC)c1ccc(S(=O)(=O)N2CCOCC2)cc1NC(=O)c1cc(=O)c2ccccc2o1,-5.6,13,i
CCCNC(=S)N1CCC(C(=O)c2ccc3c(c2)OCCO3)CC1,-2.4,20,i
COC(=O)c1n[nH]c2ccccc12,-2.6,8,i
Nc1nc(N)nc(COc2ccccc2)n1,2.0,3,i
CCN(CC(=O)Nc1sc2c(c1C#N)CCC(C)C2)CC(=O)NC1CCS(=O)(=O)C1 (stereo not given),-0.6,5,i
O=C(CSc1nnc2n(C3CCCC3)c(=O)c3ccccc3n12)N1CCCCCC1,-4.7,17,i
COc1ccc(S(=O)(=O)NC2CC(=O)N(c3ccccc3)C2)cc1C (stereo not given),-0.4,5,i
Nc1nc(NCCOCCO)nc(NC2CCCCC2)c1[N+](=O)[O-],2.7,28,i
